STAT1 blocker: STAT1 signaling inhibition. NIH 3T3 STAT1-luciferase reporter, IFN-gamma, luminescence. inhibition, % at 5.5 µM. 0.35% of 200,000 active. AID 920;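 active = inhibition above a set limit, the mean inhibition across all tested compounds plus 3 SD, cut at about 34% in these data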;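 also: 0% = IFN-gamma with DMSO and 100% = IFN-gamma with 300 µM nifuroxazide; values of inactives mirror those of a sister screen read the other way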
TNAP act hiacc: TNAP (human) activation, high acceptor; activation factor at 20 µM; purified TNAP, CDP-star luminescence, 1 M DEA, 30 min; hits give high values; 0 = EDTA background, 1 = DMSO-only activity; 200,000 tested, under 10 active; P05186;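 active = activation factor at least 2 at 20 µM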
Target sequence (P05186 whole entry, looked up): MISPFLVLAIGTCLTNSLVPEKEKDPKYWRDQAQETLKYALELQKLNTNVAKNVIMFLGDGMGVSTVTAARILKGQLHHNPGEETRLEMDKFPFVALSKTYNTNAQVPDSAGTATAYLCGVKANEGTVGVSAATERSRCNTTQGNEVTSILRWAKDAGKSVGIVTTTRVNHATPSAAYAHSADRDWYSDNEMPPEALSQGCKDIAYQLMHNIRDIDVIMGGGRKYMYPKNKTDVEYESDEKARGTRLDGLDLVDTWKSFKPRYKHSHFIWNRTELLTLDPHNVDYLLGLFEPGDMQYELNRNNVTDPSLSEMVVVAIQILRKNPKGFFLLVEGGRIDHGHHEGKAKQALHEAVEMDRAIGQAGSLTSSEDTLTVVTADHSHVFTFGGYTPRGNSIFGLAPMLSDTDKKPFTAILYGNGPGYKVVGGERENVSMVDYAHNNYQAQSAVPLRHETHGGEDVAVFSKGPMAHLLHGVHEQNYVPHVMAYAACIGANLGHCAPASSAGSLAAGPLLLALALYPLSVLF
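Measured by: Luminescent substrate turnover signal | Test system: Human TNAP | Input: TNAP 1/800 final | Dosing: 20 µM single point | Schedule: 30 min, room temperature | Controls: EDTA wells as negative control, DMSO wells as positive control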
STAT3 blocker: STAT3 signaling inhibition; inhibition, % at 5.5 µM; 0.89% of 190,000 active; U3A cells, IL-6 STAT3-luciferase reporter, luminescence; host cell line lacks STAT1; AID 862;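 active = inhibition above the mean inhibition across all screened compounds plus 3 SD, cut at about 44% in these data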;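 also: 0% = DMSO only wells and 100% = 100 µM nifuroxazide control wells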
STAT3 act: activators of IL-6 induced STAT3 signaling. U3A cells, IL-6 STAT3-luciferase reporter, luminescence; 100% = signal with IL-6 EC80 alone. activation (% of control), % at 5.6 µM. 0.91% of 190,000 active. AID 871;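 active = activation above the screen-wide mean of compound activation plus 3 SD, cut at about 130% in these data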;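 also: 0% = background luminescence of wells with medium and substrate only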
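Material: human STAT1-deficient U3A cells with stable STAT3-luciferase reporter / Probe or stimulus: IL-6 stimulus at 33 ng/mL final / Schedule: 1 h compound pre-exposure, 6 h IL-6 stimulation, 37 °C / Technique: luminescence / Read-out basis: percent of IL-6-only median luminescence / Control set: IL-6-only high control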
TR-FRET SRC-2 ct: flags TR-FRET format artefacts in PPARgamma SRC-2 recruitment agonist screen; TR-FRET artefact counter-screen; hits give high values; TR-FRET ratio at 8 µM; 0.4% of 200,000 active; in the data active = TR-FRET ratio above about 2000; also: inactives centre near 1500
PPARg SRC3 recr: agonists of human PPARgamma SRC-3 coactivator recruitment; P37231; biochemical PPARgamma/SRC-3 coactivator recruitment assay; activation, % at 8 µM; 0.26% of 200,000 active; AID 731; in the data active = activation above about 23%;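 also: 0% = DMSO and 100% = reference agonist; some compounds past the cut are filed as inactive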
Target sequence (P37231 whole entry, looked up): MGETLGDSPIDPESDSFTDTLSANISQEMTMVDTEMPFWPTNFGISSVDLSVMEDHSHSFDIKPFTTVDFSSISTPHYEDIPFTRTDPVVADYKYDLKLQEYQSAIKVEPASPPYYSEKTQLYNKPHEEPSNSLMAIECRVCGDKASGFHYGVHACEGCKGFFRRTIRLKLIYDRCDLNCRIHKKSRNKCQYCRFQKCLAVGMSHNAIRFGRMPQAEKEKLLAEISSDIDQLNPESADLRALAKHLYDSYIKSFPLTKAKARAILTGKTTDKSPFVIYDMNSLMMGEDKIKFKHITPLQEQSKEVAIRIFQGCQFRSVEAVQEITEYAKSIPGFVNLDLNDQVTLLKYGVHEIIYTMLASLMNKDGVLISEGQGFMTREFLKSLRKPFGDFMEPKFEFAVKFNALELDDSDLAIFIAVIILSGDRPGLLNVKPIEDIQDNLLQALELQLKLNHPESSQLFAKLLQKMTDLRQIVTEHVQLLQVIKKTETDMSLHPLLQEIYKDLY
PPARg SRC-1 ag: PPARgamma-driven SRC-1 recruitment agonism; 0.41% of 200,000 active; PPARgamma-SRC-1 coactivator recruitment biochemical assay; activation, % at 8 µM; in the data active = activation above about 19%;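 also: 0% = DMSO and 100% = reference agonist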
bIAP act: increases bovine intestinal alkaline phosphatase activity. purified bovine IAP, CDP-star luminescence, 30 min; hits give high values; fold of DMSO-control signal, blank-subtracted. activation factor at 20 µM. 0.17% of 200,000 active. AID 1016;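 active = activation factor of 2 or more at 20 µM, a signal rise over negative controls twice the positive control's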
PPARg SRC2 recr: promotes SRC-2 coactivator recruitment by human PPARgamma. P37231. PPARgamma LBD-SRC-2 recruitment, biochemical. activation, % at 8 µM. 0.34% of 200,000 active. AID 1032; in the data active = activation above about 22%;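 also: 0% = vehicle and 100% = reference agonist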
bIAP inh: intestinal alkaline phosphatase (bovine) inhibition | purified bovine IAP, CDP-star luminescence, 30 min | inhibition, % at 20 µM | 190,000 tested, under 10 active;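 active = over 50% inhibition of intestinal alkaline phosphatase at 20 µM in the single-dose screen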
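System: Purified bovine intestinal alkaline phosphatase (IAP) enzyme | Input: IAP diluted 1/65,000,000 in the well | Also added: CDP-star chemiluminescent phosphatase substrate, 30 µM final | Dosing: 20 µM single dose | Times: Enzyme reaction for 30 min at room temperature | Detection: Luminescence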
ROMK primary: human ROMK K+ channel modulation, primary screen. 2% of 130,000 active. B-score at 10 µM. Tet-inducible ROMK, thallium flux fluorescence; actives lie on both sides. AID 1918;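 active = signal ratio slope over the read window, or its plate-corrected B-score, at least 3 SD from the plate mean, either direction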;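 also: B-score of the F/F0 ratio slope over 7 to 12 s after thallium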
Active calls of the source: *; x = not tested or not shown.

SMILES | STAT1 blocker | TNAP act hiacc | STAT3 blocker | STAT3 act | TR-FRET SRC-2 ct | PPARg SRC3 recr | PPARg SRC-1 ag | bIAP act | PPARg SRC2 recr | bIAP inh | ROMK primary
CC1CC(CCC(=O)NC(=S)Nc2ccc(Cl)cn2)C(=O)O1 (centres undefined) | -1 | 1 | 18 | 89 | 1640 | -1 | 1 | 1.1 | -3 | -11 | 0.83
CC(OC(=O)c1ccncc1)C(=O)Nc1ccc([N+](=O)[O-])cc1Cl (centres undefined) | 2 | 1.1 | 11 | 93 | 1401 | 5 | 1 | 1 | -6 | 0 | -0.38
O=C(CCN1CCCCC1)c1ccc2c(c1)OCO2 | 3 | 1 | 10 | 100 | 1495 | -5 | -1 | 1.1 | -4 | -6 | x
C=CCc1c(C)nn(CC(=O)O)c1-c1ccccc1 | 2 | 1 | 2 | 102 | 1764 | 3 | 1 | 0.8 | 3 | 23 | 1.4
CCc1nnc(NC(=O)CCN2C(=O)CCC2=O)s1 | -2 | 1 | 8 | 98 | 1656 | 3 | 4 | 0.9 | 5 | 6 | x
CCc1nc2ccc(C)cc2c(C(=O)NC2CCCCC2C)c1C (centres undefined) | 2 | 1.1 | -6 | 116 | 1459 | -9 | -10 | 1.1 | -9 | -5 | x
O=c1[nH]ncc2c3ccccc3n(Cc3ccccc3)c12 | -1 | 1 | 6 | 97 | 1689 | 1 | 2 | 1 | 3 | 0 | x
CCOC(=O)C(NC(=O)c1ccccc1)(OCc1ccccc1)C(F)(F)F (centres undefined) | 4 | 1 | 2 | 99 | 1567 | 2 | 4 | 1 | 2 | 4 | x
COc1ccc(CNC(=O)CSc2nnnn2C)cc1OC | -1 | 1.1 | 11 | 94 | 1595 | 4 | -5 | 0.9 | 10 | 9 | 0.061
CCOC(=O)N1CCN(C(=O)COc2ccc(Br)cc2Cl)CC1 | 14 | 1 | 16 | 91 | 1490 | -8 | -4 | 1.1 | 1 | -9 | x
COc1ccc(-n2nc(C(=O)Nc3cc(OC)c(OC)c(OC)c3)c3ccccc3c2=O)c(OC)c1 | 6 | 1 | 16 | 91 | 1428 | -2 | 3 | 1.1 | -1 | -7 | 1.4
CCOc1cc(C2C(C(=O)OC)=C(C)N=C3SCCC(=O)N32)ccc1OC(C)=O (centres undefined) | 10 | 1 | 8 | 97 | 1582 | 3 | 1 | 1.1 | -3 | -8 | x

The last four entries of the section before come first, to join the parts.
SMILES | STAT1 blocker | TNAP act hiacc | STAT3 blocker | STAT3 act | TR-FRET SRC-2 ct | PPARg SRC3 recr | PPARg SRC-1 ag | bIAP act | PPARg SRC2 recr | bIAP inh | ROMK primary
COc1ccc(CNC(=O)CSc2nnnn2C)cc1OC | -1 | 1.1 | 11 | 94 | 1595 | 4 | -5 | 0.9 | 10 | 9 | 0.061
CCOC(=O)N1CCN(C(=O)COc2ccc(Br)cc2Cl)CC1 | 14 | 1 | 16 | 91 | 1490 | -8 | -4 | 1.1 | 1 | -9 | x
COc1ccc(-n2nc(C(=O)Nc3cc(OC)c(OC)c(OC)c3)c3ccccc3c2=O)c(OC)c1 | 6 | 1 | 16 | 91 | 1428 | -2 | 3 | 1.1 | -1 | -7 | 1.4
CCOc1cc(C2C(C(=O)OC)=C(C)N=C3SCCC(=O)N32)ccc1OC(C)=O (centres undefined) | 10 | 1 | 8 | 97 | 1582 | 3 | 1 | 1.1 | -3 | -8 | x
COCCn1c(-c2ccccc2)nc2oc3cc(OC)ccc3c(=O)c2c1=O | -3 | 1 | 0 | 103 | 1639 | 18 | 12 | 1 | 9 | -2 | x
CCS(=O)(=O)c1ccc(N)cc1 | 4 | 1 | -5 | 105 | 1660 | 4 | 10 | 1 | 15 | 5 | -0.13
CC(C)CNC(=O)COc1cccc(C(=O)NCc2ccccc2)c1 | 5 | 1 | -4 | 106 | 1536 | 4 | 3 | 1.5 | 7 | -48 | 0.14
CC(C)CNC(=O)c1ccccc1NC(=O)c1ccc(CN2CCOCC2)cc1 | -4 | 1.1 | -6 | 106 | 1414 | -8 | -4 | 1 | -3 | 2 | 0.42
COc1cccc([C@@H]2Oc3ccc(OC)cc3C(=O)[C@H]2OC(=O)N[C@H](C)C2CCCCC2)c1 | -15 | 1 | -10 | 106 | 1582 | -1 | 1 | 0.2 | 0 | x | -1.4
Cc1cc(C(=O)CSc2ncn[nH]2)c(C)n1-c1cccc(S(=O)(=O)N2CCOCC2)c1 | 5 | 1 | -2 | 101 | 1600 | 2 | -1 | 1 | 12 | 1 | x
O=C(c1ccccc1F)N1CCN(Cc2cccc(Cl)c2)CC1 | -6 | 1 | 5 | 98 | 1600 | 12 | 7 | 0.9 | 2 | 12 | x
CCOC(=O)c1oc2cc(O)c(CC)cc2c(=O)c1-c1ccc2c(c1)OCCO2 | -4 | 1 | 5 | 95 | 1493 | 6 | -2 | 0.8 | 0 | 21 | x
CCOc1ccc(C(=O)Nc2cccc(C(=O)O)c2)cc1Cl | 71* | 1 | 93* | 25 | 1578 | 1 | -1 | 1 | 7 | -2 | 0.0012
CCOC(=O)N1CCC(NC(=O)c2cc(S(=O)(=O)N3CCC4(CC3)OCCO4)ccc2F)CC1 | 12 | 1 | 37 | 72 | 1656 | 7 | 4 | 1 | 5 | 0 | x
CCOC(=O)c1sc(NC(=O)c2ccco2)nc1-c1ccccc1 | 3 | 1 | 23 | 87 | 1718 | 32* | 26* | 1 | 4 | 4 | x
C/C=N/NC(=O)c1cc(Br)ccc1O | 10 | 1 | -12 | 110 | 1555 | -2 | 0 | 1.2 | -6 | -18 | x
COc1cccc(CNC(=O)C2CCCN(S(=O)(=O)c3cnc[nH]3)C2)c1 (centres undefined) | 0 | 1.1 | 4 | 100 | 1716 | 3 | 2 | 0.9 | 5 | 8 | x
Cc1ccc(S(=O)(=O)NCC(=O)N2CCCC2)cc1 | 2 | 1.1 | 6 | 98 | 1601 | -5 | 1 | 0.9 | -1 | 7 | 0.58
COc1ccc(/C=N/NC(=O)c2cccc(O)c2)cc1Cn1nc(C)c([N+](=O)[O-])c1C | 4 | 1 | -13 | 117 | 1502 | 2 | -5 | 1.1 | -6 | -11 | 0.092
O=C(Nc1ccon1)c1sc2cc(F)ccc2c1Cl | -35 | 1 | -19 | 119 | 1684 | 12 | 12 | 0.7 | 10 | 28 | x
COc1ccc(S(=O)(=O)NCCc2nnc3ccc(SCC(=O)Nc4nc(C)cs4)nn23)cc1 | 15 | 1.1 | -8 | 104 | 1769 | -1 | 3 | 1 | 13 | 3 | 0.41
NC(=S)N/N=C/c1coc2c(ccc3ccccc32)c1=O | 0 | 0.9 | -1 | 100 | 1339 | 1 | 4 | 0.9 | -2 | 13 | 0.28
CN(/C=C/C(=O)C(F)(F)F)Cc1ccccc1 | 1 | 0.9 | 4 | 98 | 1513 | 3 | -1 | 1 | -2 | -2 | x
O=C(Cc1c[nH]c2ccccc12)NC1(C(=O)NC2CCCC2)CCCCC1 | 12 | 1 | 4 | 99 | 1687 | -4 | 2 | 1.1 | -8 | -14 | -0.27
COC(=O)N(NC(=O)C(O)(c1ccccc1)c1ccccc1)c1ccc(C)cc1 | -4 | 1 | 10 | 91 | 1563 | -2 | -8 | 1 | -4 | -4 | x
O=C(Nc1ccccc1C(=O)N1CCN(c2ccccc2)CC1)c1ccco1 | 8 | 1 | 4 | 100 | 1663 | 7 | 5 | 0.9 | 6 | 6 | x
O=C(CSc1nnc(-c2ccccn2)n1Cc1ccccc1)Nc1ccc2c(c1)OCO2 | 7 | 1.1 | 0 | 105 | 1461 | 6 | -2 | 1.1 | 0 | -6 | 1.1
COc1ccccc1-c1ccc(=O)n(CC(=O)NCc2cccs2)n1 | -23 | 1 | -4 | 115 | 1674 | 2 | -1 | 1 | -3 | -1 | -0.35
Cc1cc2nc(-c3ccc(SCc4ccccn4)nc3)[nH]c2cc1C | -35 | 1.1 | 22 | 85 | 1757 | 10 | 9 | 1 | 11 | 2 | -2.2
CCn1cc([N+](=O)[O-])c(C(=O)N2CCN(C(=O)c3ccco3)CC2)n1 | -3 | 1 | 1 | 101 | 1457 | -2 | -1 | 1 | 2 | -2 | 0.6
O=C1CC(C(=O)Nc2cc(Cl)ccc2Cl)n2ncnc2N1 (centres undefined) | 4 | 1.1 | 8 | 98 | 1832 | 8 | 14 | 1.1 | 4 | -5 | 0.45
CNC(=S)N(CCc1c(C)[nH]c2ccc(C)cc12)Cc1cccs1 | -2 | 1.1 | 5 | 100 | 1607 | 6 | 5 | 1 | 3 | 1 | -0.53
O=S(=O)(c1ccccc1)N1CCN(Cc2cccc(Cl)c2)CC1 | 6 | 1 | -6 | 109 | 1581 | 5 | -5 | 0.8 | 3 | 22 | x
COC(=O)c1cccc([N+](=O)[O-])c1CN1CCCC(C(N)=O)C1 (centres undefined) | -5 | 1 | -6 | 110 | 1550 | 3 | 7 | 0.9 | 3 | 11 | -0.045
CC1CC(C)CN(c2nc3c(c(=O)n(C)c(=O)n3C)n2C)C1 (centres undefined) | 9 | 1.1 | 3 | 100 | 1382 | -1 | -4 | 1 | -2 | 2 | -0.23
O=C(NNC(=O)c1ccc([N+](=O)[O-])cc1Cl)c1ccncc1 | 1 | 1 | -3 | 100 | 1557 | -1 | 2 | 0.9 | 0 | 12 | 0.97
CCn1c(SCC(=O)Nc2ccc3c(c2)OCO3)nc2c1c(=O)n(C)c(=O)n2C | 3 | 1 | -2 | 108 | 1679 | 8 | -5 | 0.9 | 0 | 10 | -0.18
O=C(CN(c1ccc2c(c1)OCCO2)S(=O)(=O)c1ccccc1)Nc1ccc2c(c1)OCO2 | 3 | 1 | -3 | 103 | 1522 | -4 | 7 | 0.8 | 11 | 18 | x
O=C(NN1C(=O)C2C3c4ccccc4C(c4ccccc43)C2C1=O)c1ccccc1 (centres undefined) | 1 | 1 | -4 | 104 | 1829 | 4 | 5 | 0.9 | 3 | 10 | x
CC(=O)Nc1ccc(NC(=O)COC(=O)C2c3ccccc3Oc3ccccc32)cc1 | -4 | 1 | -1 | 105 | 1544 | -6 | -3 | 1 | 1 | -4 | x
COc1ccc(N(C(=O)C(C)C)S(=O)(=O)c2ccc(Cl)cc2)cc1 | -4 | 1 | 4 | 101 | 1303 | -11 | -2 | 0.9 | 4 | 5 | -1.1
O=C(Nc1c2c(nn1-c1ccccc1)CSC2)c1ccc(N2C(=O)CCC2=O)cc1 | 5 | 1 | 8 | 97 | 1607 | 0 | -2 | 1 | 8 | -5 | 0.44
O=c1cc(N2CCN(c3ccccc3F)CC2)[nH]c(=O)n1-c1ccc(Br)cc1 | 6 | 1 | 8 | 98 | 1686 | 0 | 2 | 0.9 | 2 | 7 | x
COc1ccccc1OCC(O)Cn1c(=N)n(Cc2ccccc2)c2ccccc21 (centres undefined) | 21 | 1 | 8 | 96 | 1593 | 7 | 2 | 1.1 | 5 | -12 | -7.8*

Bioassay records as filed in PubChem BioAssay.
